Compound activity (PubChem BioAssay)
BRCA1 expr up – activators of BRCA1 expression; MCF7-BRCA1-FFLuc reporter, luminescence, 48 h; response scale: scaled: vehicle 0%, 10 µM genistein 100%; Potency, µM (series often up to 46.1 µM), for the others: at the top dose activation, most hits filed as activators; hit rate 1.1% among 380,000; note: nearly all actives have a fitted effect of over 80% in size; some results filed as inactive show a strong effect at the top dose
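48 h compound treatment of MCF7-BRCA1-FFLuc cells (phenol-red free MEM, 37 °C), then 15 min with luciferase substrate and luminescence imaging.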
Rab9 prom act – activates the Rab9 promoter; Huh7 Rab9 promoter-luciferase reporter, luminescence, 24 h; Potency, µM (series often up to 9.22 µM), for inactives: at the top dose activation, negative = inhibition, hits mostly activators; hit rate 2.8% among 320,000; AID 485297; note: % of control where 0% means no effect; nearly all actives have a fitted effect of over 60% in size
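Huh7 cells stably carrying a Rab9 promoter-luciferase reporter, 1500 cells per well in OP-MEM I with 10% FBS, treated with compound 24 hours at 37C. Luciferase activity read by luminescence after 10 minutes with Amplite reagent.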
ELG1 genotoxic – genotoxicity induction in ELG1-luciferase HEK293T cells | hit rate 1.3% among 330,000 | AID 504466 | HEK293T ELG1-luciferase reporter, luminescence, 16 h | Potency, µM (titrated, usually from 46 µM), without a hit: at the top dose activity change, positive = activation, actives largely listed as activators; note: % of control where 0% means no effect; nearly all actives have a fitted effect of over 60% in size
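Cells (2,000/well) expressing the ELG1-luciferase fusion are dosed by pin tool and kept 16 hr at 37 °C, 5% CO2. Signal comes from ONE-Glo luciferase reagent after 30 min at room temperature.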
MBNL1-CUG inh – inhibitors of human MBNL1 binding to CUG repeat RNA; Q9NR56; TR-FRET MBNL1-His/biotin-(CUG)12 binding, 665/545 ratio; Potency, µM (series often up to 57.5 µM), without a hit: at the highest dose activity change, negative = inhibition, hits mostly inhibitors; hit rate 0.036% among 280,000; active = well fitted inhibition curve with a large enough effect in the signal ratio, with a control signal flat, not every such curve was filed as active; inconclusive = small, poorly fitted or top-dose-only effect, or effect the other way, or a change in a side signal; inactive = no such curve, though single readings can be large or run the other way; the % refers to the signal ratio; note: % is set by controls: 0 for no effect and ±100 for the full control effect
Target sequence (Q9NR56 whole entry, looked up): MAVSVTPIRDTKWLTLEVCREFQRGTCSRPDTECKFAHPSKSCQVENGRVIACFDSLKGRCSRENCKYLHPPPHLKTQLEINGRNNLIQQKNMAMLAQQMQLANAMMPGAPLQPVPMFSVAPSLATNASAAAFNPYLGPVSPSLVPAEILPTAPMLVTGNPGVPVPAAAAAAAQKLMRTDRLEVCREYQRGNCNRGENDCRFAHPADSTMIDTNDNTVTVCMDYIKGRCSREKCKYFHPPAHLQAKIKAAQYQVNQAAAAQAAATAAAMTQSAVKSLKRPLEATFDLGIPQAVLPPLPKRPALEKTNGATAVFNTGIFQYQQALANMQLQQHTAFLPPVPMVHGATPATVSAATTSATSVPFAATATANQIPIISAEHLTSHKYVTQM
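His-tagged MBNL1 binding to biotinylated (CUG)12 RNA was measured by TR-FRET using terbium anti-His antibody (0.055 ng/ul final) and streptavidin-XL665 (5 nM final). Compounds were titrated 92 nM to 58 uM; 60 min at room temperature.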
RORg inh – blocks mouse ROR gamma transcriptional activity. P51450. Drosophila S2 Gal4-RORgamma UAS-luciferase reporter, 20 h. Potency, µM (highest dose often 53.6 µM), for the others: at the highest dose activity change, negative = inhibition, usual class: inhibitors. hit rate 5.4% among 310,000. AID 2551; note: % is set by controls: 0 for no effect and ±100 for the full control effect; nearly all actives have a fitted effect of over 60% in size
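Stable Schneider cell line, Gal4 DNA-binding domain fused to ROR gamma, UAS-luciferase. Cmpd 1 hr RT → CuSO4 700 uM final → 20 hr RT → luciferase reagent 10 min → luminescence.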
uPA surface inh – inhibitors of cell surface uPA generation; hit rate 0.31% among 330,000; cell surface uPA generation assay, qHTS; Potency, µM (top dose mostly 38.3 µM), inactives show top-dose activity change, negative = inhibition, actives largely listed as inhibitors; active = well fitted inhibition curve with a large enough effect; inconclusive = small, poorly fitted or top-dose-only effect; inactive = no such curve, though single readings can be large or run the other way; tested in mouse RAW 264.7 cells; note: % is set by controls: 0 for no effect and ±100 for the full control effect; nearly all actives have a fitted effect of over 55% in size
FLuc counter – firefly luciferase modulation, counter-screen for miR-21 project. P08659. purified FLuc, Km substrates, luminescence inhibition. Potency, µM (doses to about 57.5 µM), for inactives: top-dose activity change, negative = inhibition, most hits filed as inhibitors. hit rate 6.9% among 360,000. AID 588342;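 note: plate controls were vehicle for no effect and reference inhibitor for full effect; nearly all actives have a fitted effect of over 55% in size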
Target sequence (P08659 whole entry, looked up): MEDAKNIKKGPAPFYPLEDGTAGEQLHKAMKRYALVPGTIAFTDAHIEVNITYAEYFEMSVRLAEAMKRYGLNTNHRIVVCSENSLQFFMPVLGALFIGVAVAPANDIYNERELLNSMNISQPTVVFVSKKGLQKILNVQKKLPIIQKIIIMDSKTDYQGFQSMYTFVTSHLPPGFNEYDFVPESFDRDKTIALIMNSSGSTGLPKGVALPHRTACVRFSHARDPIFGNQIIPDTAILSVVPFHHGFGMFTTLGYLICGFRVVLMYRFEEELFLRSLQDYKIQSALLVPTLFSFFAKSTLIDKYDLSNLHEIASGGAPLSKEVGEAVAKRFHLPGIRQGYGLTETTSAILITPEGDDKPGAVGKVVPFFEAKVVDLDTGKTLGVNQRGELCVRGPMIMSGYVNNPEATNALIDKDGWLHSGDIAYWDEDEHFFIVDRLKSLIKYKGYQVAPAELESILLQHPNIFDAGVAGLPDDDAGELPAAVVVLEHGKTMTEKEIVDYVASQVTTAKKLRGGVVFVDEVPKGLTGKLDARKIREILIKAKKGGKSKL
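Purified P. pyralis luciferase (10nM final) with 10uM D-luciferin and 10uM ATP (Km levels) in 50mM Tris acetate pH 7.5, 10mM Mg acetate, 0.01% Tween-20, 0.05% BSA; qHTS 6-point titration, ~60 µM downward; luminescence read.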
CXXC DNA block – inhibitors of human MLL CXXC domain-DNA interaction; MLL-CXXC / FITC-HOXA9 DNA fluorescence polarization; Potency, µM (series often up to 115 µM), inactives show top-dose activity change, negative = inhibition, most hits filed as inhibitors; hit rate 0.037% among 290,000; active = well fitted inhibition curve with a large enough effect in the polarisation, with a control signal flat, not every such curve was filed as active; inconclusive = small, poorly fitted or top-dose-only effect, or effect the other way, or a change in a side signal; inactive = no such curve, though single readings can be large or run the other way; the % refers to the polarisation
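Fluorescence polarization: 7 uM MLL-CXXC (stock) preincubated 5 min with compounds, then 50 nM fluorescein-HOX-A9 DNA (stock) added; 30 min ambient. Buffer 50 mM Tris-HCl pH 7.5, 50 mM NaCl, 1 mM DTT, 0.05% BSA.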
Gal4-VP16 FLuc – counter-screen for ROR gamma inhibitors: Gal4-VP16 reporter; Drosophila S2 Gal4-VP16 UAS-luciferase, luminescence, 20 h; Potency, µM (highest dose often 53.6 µM), for inactives: at the top dose activity, negative = inhibition, hits mostly inhibitors; hit rate 3.5% among 310,000; AID 2546;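 note: Gal4-VP16 expression switched on by copper sulfate through the metallothionein promoter; % is set by controls: 0 for no effect and ±100 for the full control effect; nearly all actives have a fitted effect of over 50% in size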
NPC1 promoter act – activates the NPC1 promoter | AID 485313 | Potency, µM (doses to about 9.22 µM), without a hit: at the highest dose activation, hits mostly activators | hit rate 2.4% among 320,000 | Huh7 NPC1 promoter luciferase reporter, 24 h;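 note: % of control where 0% means no effect; nearly all actives have a fitted effect of over 60% in size; reporter is driven by a mutant NPC1 promoter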
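Compounds in DMSO were transferred onto Huh7 NPC1-luciferase reporter cells pre-incubated 2 h; after 24 h at 37 °C, Amplite reagent was dispensed and luminescence recorded 10 min later.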
p53 reactivator – re-activators of mutant p53; H1299 p53-A138V BP100-luciferase reporter, luminescence, 24 h; Potency, µM (titrated, usually from 92.2 µM), inactives show at the highest dose activity change, positive = activation, usual class: activators; hit rate 0.063% among 320,000; note: % of control where 0% means no effect; nearly all actives have a fitted effect of over 45% in size
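H1299 (p53-null), stable ts p53-A138V + BP100-Luc; 1000 cells/well, Opti-MEM/10% FBS; cpd 4 pt, 1:5; 24 h, 37 deg C, 5% CO2; detection reagent 10 min RT; luminescence.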
An asterisk follows results filed as active; ? = inconclusive; · = not tested or not shown; [ ] = remark or other dose. Unless noted, calls come from the whole dose curve; as a rule, active = well fitted curve in the direction sought with a large enough effect; inconclusive = small, poorly fitted or top-dose-only effect, or another doubt; inactive = no such curve, though single readings can be large; an effect the other way counts as inactive or inconclusive. Potency is the fitted concentration of half-maximal effect. An excerpt. The share of hits here may be higher or lower than overall.

The line under a structure holds: FLuc counter | Rab9 prom act | CXXC DNA block | MBNL1-CUG inh | NPC1 promoter act | RORg inh | Gal4-VP16 FLuc | ELG1 genotoxic | uPA surface inh | BRCA1 expr up | p53 reactivator
> Cc1ccc(C(=O)NCC(=O)OCC(=O)c2ccc(C)c([N+](=O)[O-])c2)cc1
→ 2% | 5% | 10% | 22% | 0% | -22% | -2% | 1% | -2% | 4% | -8%
> O=C(c1ccc(Cl)c(S(=O)(=O)NCc2cccnc2)c1)N1CCCC1
→ · | -4% | · | · | -1% | · | · | -2% | -1% | 10% | 15%
> COC(=O)N/N=C(\C)c1ccc2ccccc2c1OC(F)F
→ -15% | -5% | -6% | ? | 2% | 2% | 2% | -4% | -14% | -11% | -2%
> Nc1c(Cl)cc(C2=NCCn3c2c2ccc(C(F)(F)F)cc2[n+]3[O-])cc1Cl
→ 0% | 2% | · | · | 7% | · | · | 0% | 11% | -53% | -9%
> CC(=O)NC(C)Cc1cn(Cc2ccccc2)c2ccccc12 (configuration not stated)
→ 0% | 3% | -4% | 3% | -4% | -2% | 9% | 0% | -3% | -8% | -8%
> Cc1ccc2nc(Nc3ccc4[nH]c(=O)[nH]c4c3)c(-n3nc(C)cc3C)nc2c1
→ 0.85µM* | ? | 8% | -3% | 25% | ? | -18% | ? | -20% | 46% | -24%
> Cc1nc2oc(C(=O)c3ccccc3)c(N)c2c2c1COC(C)(C)C2
→ -10% | 19% | 4% | ? | 23% | 49% | -10% | 2% | 1% | 34% | 10%
> CCC(=O)n1nc(NCc2ccc(OC)c(OC)c2)nc1NCc1ccc(OC)c(OC)c1
→ 1% | -4% | -1% | -3% | -4% | 0% | 23% | -5% | -4% | -28% | 4%
> Cc1cccc(N(C(=O)c2sc(C)nc2C)C(C(=O)NCc2ccco2)c2ccccc2)c1 (configuration not stated)
→ 4% | 1% | 0% | -9% | 1% | -12% | 1% | -6% | 7% | -1% | 8%
> CC(=O)Nc1nc2ccc(-c3nc4ccccc4o3)cc2s1
→ 3.4µM* | 4.5µM* | 0% | 12% | 2.2µM* | ? | -2% | ? | -5% | 8% | ?
> Cc1ccn(C(CC(=O)c2ccc(Br)cc2)C(=O)O)n1 (configuration not stated)
→ -1% | -6% | 7% | -2% | 1% | -30% | 13% | 0% | 1% | 1% | -4%
> CCOC(=O)C(C)Oc1cccc2c(=O)n(CC(=O)N3CCc4ccccc43)ccc12 (configuration not stated)
→ 2% | -7% | 14% | -2% | -4% | 41% | 5% | 1% | 4% | -22% | -2%
> Cc1ccc2sc3ccc(NC(=O)c4ccccc4Cl)cc3c(=O)c2c1
→ ? | 22% | 15% | 41%[activator] | 1% | -3% | -1% | 0% | -14% | 34% | 1%
> O=C(Nc1cc(C(F)(F)F)cc(C(F)(F)F)c1)c1ccc(Cn2cc(C(F)(F)F)ccc2=O)cc1
→ 0% | -3% | 8% | -3% | -1% | ? | -6% | -4% | · | -30% | 4%
> Cn1c(=O)c2c([nH]c(=O)n2C)n(C)c1=O
→ -4% | 0% | 2% | -13% | -3% | -13% | -7% | -4% | -7% | 0% | -3%
> CC(=O)Nc1c(C)cc(S(C)(=O)=O)cc1C
→ -3% | -9% | 8% | -11% | -4% | -8% | -6% | 1% | 8% | 19% | -11%
> C[n+]1ccn(CC(=O)c2cccs2)c1
→ -2% | -2% | 13% | -1% | -2% | 10µM* | -6% | 4% | 1% | -3% | ·
> CCCC(CCC(=O)Nc1ccn(-c2ccccc2)n1)C(=O)O (configuration not stated)
→ -7% | 9% | -2% | · | 0% | 35% | 6% | -1% | -1% | 18% | -2%
> O=C(CN1C(=O)CSc2ccc(S(=O)(=O)N3CCCCC3)cc21)NCc1ccccc1Cl
→ 2% | 2% | -3% | -8% | 1% | 5% | 2% | -1% | 1% | -34% | -7%
> Cc1ccc(O)c(NC(=S)NC(=O)COc2ccc(Br)cc2)c1
→ 0% | -9% | 4% | 3% | -2% | ? | ? | 5% | 1% | -24% | 0%
> CC(C)CNC(=S)NC(=O)c1ccc(Cl)cc1
→ 12µM* | ? | 7% | -13% | ? | 4µM* | ? | ? | 8% | 10µM* | ?
> COCCNC(=O)CCC1CCN(Cc2cccc(-c3ccc(C)o3)c2)CC1
→ -10% | 6% | 16% | -4% | -2% | -17% | 28% | -1% | 14% | 23% | 6%
> Cc1[nH]n(C(C)(C)C)c(=O)c1Sc1ccc(Cl)cc1
→ 4% | -1% | -2% | -6% | 1% | ? | -1% | -3% | -1% | -27% | 3%
> C/C(=C\c1cc2ccccc2o1)C1Nc2cccc3cccc(c23)N1
→ 1% | -7% | · | · | 17% | · | · | 0% | 0% | 5% | 0%
> COc1ccc(NC(=O)c2ccc3c(c2)N(C)CCS3)cc1
→ 3.4µM* | 4µM* | · | 25% | 2µM* | -23% | -9% | ? | -27% | 10µM* | ·
> O=C(/C=C/c1ccccc1Cl)N1CCOCC1
→ ? | 4% | 0% | 5% | 23% | 0% | -1% | 13% | 15% | 32% | 1%
> CCCCOc1ccc(C(=O)Nc2ccc(C)cc2[N+](=O)[O-])cc1
→ -11% | -6% | ? | ? | -1% | 19% | 2% | -1% | 1% | 46% | 20%
> NCCN1CCN(CCN)CC1
→ -1% | -2% | -3% | 0% | -2% | 0% | 0% | -3% | 7% | 5% | -5%
> O=C(c1cc(COc2ccccc2)on1)N1CCCC(OCc2cccnc2)C1 (configuration not stated)
→ 3% | 0% | 0% | 1% | -4% | 18% | -1% | -6% | 11% | 47% | 2%
> CC1(C)C(=O)N(OCc2ccccc2)C(C)(C)C(=O)N1OCc1ccccc1
→ 4% | -1% | -7% | 5% | 1% | 2% | -9% | -13% | 8% | -12% | -4%

Overlap with the part before: 3 entries, followed by the next part.
The line under a structure holds: FLuc counter | Rab9 prom act | CXXC DNA block | MBNL1-CUG inh | NPC1 promoter act | RORg inh | Gal4-VP16 FLuc | ELG1 genotoxic | uPA surface inh | BRCA1 expr up | p53 reactivator
> NCCN1CCN(CCN)CC1
→ -1% | -2% | -3% | 0% | -2% | 0% | 0% | -3% | 7% | 5% | -5%
> O=C(c1cc(COc2ccccc2)on1)N1CCCC(OCc2cccnc2)C1 (configuration not stated)
→ 3% | 0% | 0% | 1% | -4% | 18% | -1% | -6% | 11% | 47% | 2%
> CC1(C)C(=O)N(OCc2ccccc2)C(C)(C)C(=O)N1OCc1ccccc1
→ 4% | -1% | -7% | 5% | 1% | 2% | -9% | -13% | 8% | -12% | -4%
> CS(=O)(=O)Cc1ccc(C(=O)NC2CCN(Cc3ccccc3)C2)cc1 (configuration not stated)
→ 1% | -5% | 6% | 2% | -1% | 16% | -1% | 4% | 3% | -8% | 3%
> CCc1nc(N2CCCC2)c(C#N)c2c1CCCC2
→ 2% | -3% | 6% | 2% | 2% | -35% | 13% | 3% | -3% | -15% | 4%
> CCCCCCCCOC(=O)c1ccc(N)cc1
→ -17% | -12% | -6% | -9% | -3% | 33% | -18% | 1% | 6% | 6% | 4%
> COCC(=O)N1CCc2ccc(NC(=O)c3ccccc3Cl)cc2C1
→ ? | -1% | 9% | -2% | -1% | 8%[1.91 µM] | 0% | 4% | 0% | 10% | ?
> Cc1ccc(-c2nc3c(c(=O)c4ccccc4n3C)c(=O)n2-c2ccccc2)cc1
→ -3% | 0% | 6% | 10% | 0% | 13% | -4% | 2% | -3% | -22% | 0%
> Cc1[nH]c2ccccc2c1SCC(=O)O
→ 9% | -1% | 4% | -3% | -7% | -39% | -2% | -1% | 7% | 1% | -4%
> C=CCOC(=O)c1ccc(-n2cncn2)nc1
→ 0% | 0% | 0% | -5% | 1% | ? | ? | 3% | 7% | 5% | 3%
> CCOC(=O)C(CCOc1cccc(CC)c1)C(=O)OCC
→ -12% | 6% | -2% | -4% | 0% | -17% | 6% | 2% | 4% | 6% | 5%

Part of the list above, reduced to ELG1 genotoxic, NPC1 promoter act and FLuc counter:
compound	ELG1 genotoxic	NPC1 promoter act	FLuc counter
COCC(=O)N1CCc2ccc(NC(=O)c3ccccc3Cl)cc2C1	4%	-1%	?
Cc1[nH]c2ccccc2c1SCC(=O)O	-1%	-7%	9%
Cc1ccc(-c2nc3c(c(=O)c4ccccc4n3C)c(=O)n2-c2ccccc2)cc1	2%	0%	-3%
